Mac1 fbg enh: enhancers of CD11b/CD18 adhesion to fibrinogen, primary screen, K562 cells, luminescence; AID 1499, 2009; activation, % at 10 µM; Integrin beta-2 (Homo sapiens) + Integrin alpha-M (Homo sapiens), P05107+P11215; ATPlite luminescence; 93,000 tested, 0.07% active;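 active means 10 µM primary screen giving 50% or more activity, confirmed by 40% or more on retest at that dose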; further: strong numbers were not always called active; reference of the scale not given here
Target sequence (P05107 whole entry, looked up, other chains not shown): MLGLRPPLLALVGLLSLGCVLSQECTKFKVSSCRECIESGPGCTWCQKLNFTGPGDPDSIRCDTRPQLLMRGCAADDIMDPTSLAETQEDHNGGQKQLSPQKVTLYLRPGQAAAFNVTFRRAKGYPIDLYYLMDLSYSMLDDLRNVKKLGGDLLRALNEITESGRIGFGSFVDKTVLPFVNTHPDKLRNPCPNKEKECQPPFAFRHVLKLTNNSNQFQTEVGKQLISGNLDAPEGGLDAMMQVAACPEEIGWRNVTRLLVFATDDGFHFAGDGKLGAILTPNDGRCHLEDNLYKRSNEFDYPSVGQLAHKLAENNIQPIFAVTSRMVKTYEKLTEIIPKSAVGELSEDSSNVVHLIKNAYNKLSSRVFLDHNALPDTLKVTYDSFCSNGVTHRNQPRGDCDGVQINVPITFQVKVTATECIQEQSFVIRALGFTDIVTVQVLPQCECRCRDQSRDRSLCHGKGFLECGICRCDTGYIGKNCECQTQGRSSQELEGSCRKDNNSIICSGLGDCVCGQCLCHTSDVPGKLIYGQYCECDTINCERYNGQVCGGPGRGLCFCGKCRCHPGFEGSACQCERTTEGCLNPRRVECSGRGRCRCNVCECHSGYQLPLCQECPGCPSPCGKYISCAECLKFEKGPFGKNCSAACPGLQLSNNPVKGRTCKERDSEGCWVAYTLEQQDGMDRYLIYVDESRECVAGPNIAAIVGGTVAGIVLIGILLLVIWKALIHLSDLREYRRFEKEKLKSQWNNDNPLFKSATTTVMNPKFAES
MT1-MMP txn act: MT1-MMP promoter reporter activation – cell-based, luciferase luminescence, primary screen | HT1080 MT1-MMP promoter luciferase reporter, overnight; hits give high values | 86,000 tested, 0.16% active | activation factor at 10 µM | AID 750, 2007;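 active means activation factor of at least 2 for MT1-MMP transcription at 10 µM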
Active calls of the source: *; / = not tested or not shown. These rows are one share of the data; rates above refer to the full screens.

Start of the listing, in advance (25 entries):
SMILES	Mac1 fbg enh	MT1-MMP txn act
O=C(O)CC(c1ccccc1)n1cnnn1 (configuration not stated)	/	1.1
CN(C)/C=N/c1cc(=O)[nH]c(=O)n1C	/	1
Cc1ccccc1CS(=O)(=O)CCC(=O)NCCCN1CCOCC1	/	1
CCCC(O)(CCC)C(=O)NN(C(=O)OC)c1ccccc1	4	/
Cc1cc(C)c[n+](C(C)C(=O)c2ccc(-c3ccccc3)cc2)c1 (configuration not stated)	-1	/
COC(=O)NNC(=O)COc1ccc(Cl)cc1	-2	/
O=C(/C=C/c1ccc2c(c1)OCO2)N1CCN(c2ccc(Cl)cc2)CC1	-1	/
Cc1ccc(/C=N/NC(=O)CCCOc2ccc(Cl)cc2Cl)cc1[N+](=O)[O-]	16	/
COc1ccnc(N2CCN(c3ccccc3)CC2)c1C#N	9	/
N#CC1(Cc2ccc(Cl)cc2)c2ccccc2C=CN1C(=O)c1ccccc1 (configuration not stated)	-2	/
COC(=O)C1C2C=CC(C3CC23)C1C(=O)OCC(=O)c1ccc(OC)cc1 (configuration not stated)	-2	/
CSc1ncc(Cl)c(C(=O)Nc2cccc3ccccc23)n1	19	/
Cc1ccc(CN2CC(C(=O)Nc3nnc(SCc4c(Cl)cccc4Cl)s3)CC2=O)cc1 (configuration not stated)	2	/
CC(CO)(CO)NCc1ccc(-c2ccccc2)cc1	0	/
O=C(NCCCCc1ccccc1)C12CN(Cc3ccccc3)CC1C(c1ccc([N+](=O)[O-])cc1)=NO2 (configuration not stated)	-2	/
CCOc1ccc(NC(=O)C(c2ccccn2)N(C(=O)CCl)c2ccc(OCC)cc2)cc1 (configuration not stated)	-4	/
O=C(N/N=C\c1cc(Cl)ccc1O)c1ccc(S(=O)(=O)N2CCCCC2)cc1	63	/
Cc1cccc(C(=O)c2c(N)sc3c2CCC(C)C3)c1 (configuration not stated)	8	/
CN(C)S(=O)(=O)c1cc(NC(=O)CN2CCN(c3ccccc3)CC2)ccc1Cl	-6	/
Cc1cccc(NC(=O)Cn2nnc(C(=O)NCc3cccs3)c2N)c1C	-1	/
Cc1c(NC(=O)c2cccs2)cccc1-c1nc2ccccc2s1	-3	/
COc1ccc(C)cc1NC(=S)N1CCN(c2ccccn2)CC1	0	/
CCN1CCN(C(=S)c2ccc([N+](=O)[O-])cc2)CC1	4	/
O=C(c1ccc(Cl)cc1)c1oc2ccccc2c1CS(=O)c1ccc(Cl)cc1 (configuration not stated)	0	/
CN(CC(=O)Nc1ccc(Cl)cc1)CC(=O)Nc1ccc(F)c(F)c1F	-2	/

The list itself, repeating the preview:
SMILES	Mac1 fbg enh	MT1-MMP txn act
O=C(O)CC(c1ccccc1)n1cnnn1 (configuration not stated)	/	1.1
CN(C)/C=N/c1cc(=O)[nH]c(=O)n1C	/	1
Cc1ccccc1CS(=O)(=O)CCC(=O)NCCCN1CCOCC1	/	1
CCCC(O)(CCC)C(=O)NN(C(=O)OC)c1ccccc1	4	/
Cc1cc(C)c[n+](C(C)C(=O)c2ccc(-c3ccccc3)cc2)c1 (configuration not stated)	-1	/
COC(=O)NNC(=O)COc1ccc(Cl)cc1	-2	/
O=C(/C=C/c1ccc2c(c1)OCO2)N1CCN(c2ccc(Cl)cc2)CC1	-1	/
Cc1ccc(/C=N/NC(=O)CCCOc2ccc(Cl)cc2Cl)cc1[N+](=O)[O-]	16	/
COc1ccnc(N2CCN(c3ccccc3)CC2)c1C#N	9	/
N#CC1(Cc2ccc(Cl)cc2)c2ccccc2C=CN1C(=O)c1ccccc1 (configuration not stated)	-2	/
COC(=O)C1C2C=CC(C3CC23)C1C(=O)OCC(=O)c1ccc(OC)cc1 (configuration not stated)	-2	/
CSc1ncc(Cl)c(C(=O)Nc2cccc3ccccc23)n1	19	/
Cc1ccc(CN2CC(C(=O)Nc3nnc(SCc4c(Cl)cccc4Cl)s3)CC2=O)cc1 (configuration not stated)	2	/
CC(CO)(CO)NCc1ccc(-c2ccccc2)cc1	0	/
O=C(NCCCCc1ccccc1)C12CN(Cc3ccccc3)CC1C(c1ccc([N+](=O)[O-])cc1)=NO2 (configuration not stated)	-2	/
CCOc1ccc(NC(=O)C(c2ccccn2)N(C(=O)CCl)c2ccc(OCC)cc2)cc1 (configuration not stated)	-4	/
O=C(N/N=C\c1cc(Cl)ccc1O)c1ccc(S(=O)(=O)N2CCCCC2)cc1	63	/
Cc1cccc(C(=O)c2c(N)sc3c2CCC(C)C3)c1 (configuration not stated)	8	/
CN(C)S(=O)(=O)c1cc(NC(=O)CN2CCN(c3ccccc3)CC2)ccc1Cl	-6	/
Cc1cccc(NC(=O)Cn2nnc(C(=O)NCc3cccs3)c2N)c1C	-1	/
Cc1c(NC(=O)c2cccs2)cccc1-c1nc2ccccc2s1	-3	/
COc1ccc(C)cc1NC(=S)N1CCN(c2ccccn2)CC1	0	/
CCN1CCN(C(=S)c2ccc([N+](=O)[O-])cc2)CC1	4	/
O=C(c1ccc(Cl)cc1)c1oc2ccccc2c1CS(=O)c1ccc(Cl)cc1 (configuration not stated)	0	/

3 compounds already listed, sorted by formula weight, high to low:
SMILES	Mac1 fbg enh	MT1-MMP txn act
CCOc1ccc(NC(=O)C(c2ccccn2)N(C(=O)CCl)c2ccc(OCC)cc2)cc1 (configuration not stated)	-4	/
COc1ccc(C)cc1NC(=S)N1CCN(c2ccccn2)CC1	0	/
Cc1cccc(C(=O)c2c(N)sc3c2CCC(C)C3)c1 (configuration not stated)	8	/

Continued:
SMILES	Mac1 fbg enh	MT1-MMP txn act
CN(CC(=O)Nc1ccc(Cl)cc1)CC(=O)Nc1ccc(F)c(F)c1F	-2	/
Cc1nn(CC(=O)Nc2nc3ccccc3s2)c(C)c1[N+](=O)[O-]	3	/
COc1ccc(C(=O)NCC(=O)NCC2(N(C)C)CCCCC2)cc1OC	-3	/
CNc1nc2cc([N+](=O)[O-])c([N+](=O)[O-])cc2nc1NC	-3	/
COc1cccc(/C=N/Nc2nc(Nc3ccccc3)nc(-n3nc(C)cc3C)n2)c1O	2	/
COc1ccc(/C=N/NC(=O)c2ccc(Cn3cc([N+](=O)[O-])cn3)o2)cc1O	4	/
O=C1/C(=C\c2ccc3c(c2)OCO3)CCC/C1=C/c1ccc2c(c1)OCO2	-4	/
CC(=O)Nc1cccc(C(=O)Nc2ccccc2N2CCOCC2)c1	0	/
CCOC(=O)C1=C(C)N=C2c3ccccc3C(=O)C2C1c1ccc(Br)cc1 (configuration not stated)	5	/
CCOC(=O)C1CCCN(C(=S)Nc2cc(C)cc(C)c2)C1 (configuration not stated)	4	/
CCCOC(=O)c1c(NC(=O)/C=C/c2cnn(C)c2C)sc(C(=O)OC)c1C	-6	/
Cc1[nH]c(=O)[nH]c(=O)c1/C=C/C(=O)OCC(C)C	2	/
COc1ccccc1Nc1nc(N)nc(CSC(=S)N2CCCCC2C)n1 (configuration not stated)	7	/
Cc1ccc(/C=N/NC(=O)c2c[nH]c3ccccc23)s1	3	/
CCCCCCn1cnc2c(oc3nc4c(cc32)CCCC4)c1=O	-1	/
O=C(CN(Cc1ccccc1)S(=O)(=O)c1ccc(F)cc1)NCCC1=CCCCC1	-2	/
COc1cccc(NCc2cc(=O)oc3cc(-c4ccccc4)c(O)cc23)c1	55	/
O=C(Cc1csc(N2CCOCC2)n1)N/N=C/c1ccc(Cl)cc1Cl	-3	/
CN1OC(COC(=O)c2ccc(Cl)cc2)CC1c1ccccc1 (configuration not stated)	2	/
CCc1ccc(OCC(=O)NNC(=O)CSc2nnc(-c3ccc(C)cc3)n2C)cc1	2	/
Cc1cccc(NC(=O)/C(C#N)=C\c2cccnc2)c1	-6	/
N#C/C(=C\c1c(N2CCC(C(N)=O)CC2)nc2ccccn2c1=O)C(=O)NCc1ccco1	-6	/
Cc1nc2c(c3c1[nH]c1ccccc13)C(=O)CC(C)(C)C2	2	/
CCCCCCCCC[n+]1cccc2c3ccccc3ccc21	-10	/
O=C(Cc1ccccc1)NC(NC(=S)Nc1cc(Cl)ccc1Cl)C(Cl)(Cl)Cl (configuration not stated)	23	/
Cc1ccc(SCc2nc(N)nc(Nc3ccccc3C)n2)cc1C	3	/
Cc1ccccc1SCC(=O)OCC(=O)Nc1sccc1C(N)=O	-6	/
CC(Nc1ccc(Br)cc1)C(=O)N/N=C/c1ccccc1OCc1ccccc1 (configuration not stated)	0	/
NS(=O)(=O)c1ccc(NCc2ccccc2OCc2ccccc2F)cc1	7	/
Cc1ccccc1C(=O)N1CCN(c2ccc([N+](=O)[O-])c(NCc3cccnc3)c2)CC1	0	/
c1ccc2cc(-c3csnn3)ccc2c1	-4	/
CCOc1cnc(-c2ccc(Cl)cc2)o1	-3	/
N#Cc1ccccc1Sc1ccccc1C(=O)Nc1ccc(Br)cc1	-1	/
O=C(N/C(=C\c1cn(-c2ccccc2)nc1-c1ccc(Cl)cc1)C(=O)N1CCOCC1)c1ccccc1	27	/
COC(=O)CSc1nc(N)c(C#N)c(-c2ccco2)c1C#N	-1	/
Cc1ccc(OCc2ccc(C#N)cc2)c(C(=O)c2cc(C#N)c(=O)n(C3CC3)c2)c1	0	/
O=C(/C=C/c1ccccc1)c1ccc2c(c1)OCCCCO2	-4	/
Cc1ccccc1C(=O)NC(NCC1CCCO1)C(Cl)(Cl)Cl (configuration not stated)	1	/
O=C(Nc1ccc(Cl)cc1)c1cnc(-c2ccccc2)nc1-c1ccccc1	-1	/
Cc1cc(C(=O)N/N=C2\CCCC(=O)C2)c(C)n1-c1ccccc1	8	/
C/C(=N/OC(=O)c1ccc(C)cc1)c1ccc(N2C(=O)C3CCCCC3C2=O)cc1 (configuration not stated)	-5	/
O=C(Cc1ccccc1)N/N=C/c1ccc(Cl)cc1Cl	-4	/
CCCCCCN1N=C(C)C(C(=O)c2ccc(Cl)cc2)C1=O (configuration not stated)	-3	/
CC(C)(C)CC(=O)O/N=C(\N)c1ccccn1	-6	/
Cc1ccccc1CS(=O)(=O)c1cn(CC(=O)N2CCC(C)CC2)c2ccccc12	0	/
C/C=C/C(=O)OCC(=O)Nc1c(Cl)cccc1Cl	-4	/
Cc1cc(NC(=O)CSc2nc3cc(Cl)ccc3s2)no1	61	/
Cc1cc(C)nc(NS(=O)(=O)c2ccc(NC(=O)C3(c4ccccc4)CCCC3)cc2)n1	-5	/
Cc1c(N=C(N)/N=C(\N)Nc2ccc(Br)cc2)c(=O)n(-c2ccccc2)n1C	-2	/
Cc1ccc(-c2c(C)sc(=NC(=O)c3ccco3)n2C)cc1	-6	/
CC(=O)Nc1ccc(NC(=O)CN2CCN(c3cccc(C(F)(F)F)c3)CC2)cc1	-2	/
CC(C)CNS(=O)(=O)c1cc(C(=O)N2CCOCC2)c(Cl)cc1Cl	0	/
Cc1ccc(NNC(=O)C(=O)N2CCCCC2)cc1	1	/
Cc1cccc(NC(=O)CSc2ccc(-c3ccco3)nn2)c1C	2	/
CCOC(=O)c1ccc(NC(=O)c2cn(-c3ccccc3)nc2-c2ccncc2)cc1	4	/
CC1(C)CC(=O)c2cc(NC(=O)c3ccccc3)c(=O)oc2C1	0	/
C/C(=N\NC(=O)COc1ccc(C(C)(C)C)cc1)c1ccc2c(c1)OCCO2	1	/
CN=C1S/C(=C\c2cc(C)n(-c3ccccc3F)c2C)C(=O)N1C	-16	/
CC(NC(=O)COc1ccc(-c2nnco2)cc1)c1ccc(Cl)cc1Cl (configuration not stated)	-1	/
CCOc1ccc(NC(=O)CSc2nnc(-c3ccccn3)n2C)cc1	-2	/
More structures:
SMILES	Mac1 fbg enh	MT1-MMP txn act
Cc1cc(C)n2nc(SCc3nnc(SCc4ccccc4)s3)nc2n1	-4	/
O=C(N[C@@H](Cc1ccccc1)C(=O)NC1CCCCCC1)c1ccco1	-3	/
COc1cc(/C=N/S(=O)(=O)CCc2ccccc2)ccc1O	1	/
Cc1ccc(S(=O)(=O)NCC(=O)OCC(=O)Nc2ccccc2OC(F)F)cc1	1	/
C=CCN1C(=O)C(Cc2ccc(C)cc2)S/C1=N/N=C/c1ccco1 (configuration not stated)	-1	/
Cc1ccc(C)c(OCC(=O)Nc2ccc(S(=O)(=O)Nc3ccccn3)cc2)c1C	-2	/
Cc1ccc(NC(=S)N2CCOCC2)c(C)c1	0	/
CCOc1ccc(N(CC(=O)N/N=C/c2cc([N+](=O)[O-])ccc2Cl)S(C)(=O)=O)cc1	-1	/
CC(/C=N/NC(=O)c1cc(-c2ccc3ccccc3c2)n[nH]1)=C\c1ccco1	54	/
COc1cccc(Nc2ccc(C(=O)O)cc2[N+](=O)[O-])c1	6	/
O=C(CSc1nc2nc3c(cc2c(=O)n1-c1ccccc1)CCCC3)Nc1cccc2ccccc12	63	/
CCSc1nnc(C)c(=O)n1COC(=O)c1ccc(S(=O)(=O)N2CCCC2)cc1	-2	/
Cc1cc(C)c(C#N)c(SCC(=O)N2CCN(Cc3ccccc3)CC2)n1	-4	/
COc1ccc(N=Nc2nc3cc(Br)c(Br)cc3n2C)c(OC)c1	10	/
O=[N+]([O-])c1ccc(-c2ccc(/C=N/c3c(-c4ccco4)nc4ccccn34)o2)cc1	0	/
Cc1ccc(NS(=O)(=O)c2ccc(Cl)c(C(=O)O)c2)cc1S(=O)(=O)N1CCOCC1	-2	/
COc1ccc(-c2cnn3c(N)c(S(=O)(=O)c4ccccc4)cnc23)cc1	-1	/
O=C(Oc1c(Cl)cc(Cl)c2cccnc12)c1cccc([N+](=O)[O-])c1	0	/
CCOC(=O)CSc1ncc(-c2ccccc2)cn1	4	/
COC(=O)c1cc2n(n1)CCN(Cc1ccccc1Cl)C2=O	-2	/
Cc1ccc(C(=O)/C=C/C(=O)O)cc1	-2	/
CC(=O)Nc1nc2nc(-c3ccccc3)cc(-c3ccccc3)n2n1	-7	/
C=CCN(CC=C)S(=O)(=O)c1ccc(NC(=S)NC(=O)c2ccco2)cc1	-2	/
